RXFP1 agonist = RXFP1 (human) receptor agonism. HEK293T-RXFP1 cAMP TR-FRET, 30 min; response scale: percent of porcine relaxin response, buffer zero. Potency, µM (top dose mostly 57.5 µM), for inactives: top-dose activation, hits mostly activators. 370,000 tested, 0.3% active. AID 2676; further: potency means the concentration at half of the fitted maximal effect; on the % scale 0 is the no-effect control and ±100 the full control effect; nearly all actives have a fitted effect of over 60% in size; many of its hits are not listed in these tables
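Agonist response is measured as cAMP accumulation in an RXFP1-transfected HEK293T line under PDE4 inhibition. Values are scaled between buffer-only and 29 nM porcine relaxin, and EC50s come from standard Hill equation fits.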
RXFP1 antag = blocks the human relaxin receptor RXFP1. 350,000 tested, 0.59% active. HEK293-RXFP1, relaxin-stimulated cAMP HTRF, 30 min; active compounds read low. activity change, negative = inhibition, % at 57.5 µM. Q9HBX9;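 active means activity change of -60% or lower, but not beyond a set lower limit; inconclusive means change between -60% and -40%, or beyond the set limit; inactive means change above -40%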; further: on the % scale 0 is the no-effect control and ±100 the full control effect
Vif-A3F inh = blocks the Vif interaction with APOBEC3F. 390,000 tested, 0.2% active. Potency, µM (top dose mostly 46.1 µM), inactives show top-dose activity, negative = active. HeLa A3F-eYFP + Vif (tagged APOBEC3F with the HIV-1 protein that degrades it), YFP fluorescence increase; further: potency means the concentration at half of the fitted maximal effect; % of control where 0% means no effect; nearly all actives have a fitted effect of over 65% in size
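HeLa cells stably expressing Vif plus C-terminally eYFP-tagged A3F were seeded, incubated overnight at 37 deg C, dosed with compound, incubated overnight again at 37 deg C. Yellow fluorescence (Ex 488/Em 500-530) reported blocked Vif-mediated A3F-eYFP degradation.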
Vif-A3G inh = inhibitors of Vif-APOBEC3G interaction | Q9HC16 | HeLa A3G-eYFP + Vif (tagged APOBEC3G with the HIV-1 protein that degrades it), YFP fluorescence, overnight | Potency, µM (doses to about 46.1 µM), without a hit: at the top dose activity, negative = active, usual class: inhibitors | 410,000 tested, 0.076% active;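 further: potency means the concentration at half of the fitted maximal effect; on the % scale 0 is the no-effect control and ±100 the full control effect; nearly all actives have a fitted effect of over 60% in size; hits raise eYFP signal because A3G escapes Vif-driven loss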
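Read-out is eYFP fluorescence (Ex 488/Em 500-530) from Vif-expressing HeLa A3G-eYFP cells; more signal means A3G escaped Vif-mediated degradation. Cells plated overnight, compound pinned in, incubated overnight at 37 deg C.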
D1 PAM = enhances dopamine response at the human D1 receptor; AID 504651; potentiation, % at 10 µM; P21728; HEK293 TREx D1 cells, calcium flux, dopamine EC20 potentiation; 360,000 tested, 0.036% active; in the data active means potentiation above about 30%; further: 0% is about no effect
Target sequence (P21728 whole entry, looked up): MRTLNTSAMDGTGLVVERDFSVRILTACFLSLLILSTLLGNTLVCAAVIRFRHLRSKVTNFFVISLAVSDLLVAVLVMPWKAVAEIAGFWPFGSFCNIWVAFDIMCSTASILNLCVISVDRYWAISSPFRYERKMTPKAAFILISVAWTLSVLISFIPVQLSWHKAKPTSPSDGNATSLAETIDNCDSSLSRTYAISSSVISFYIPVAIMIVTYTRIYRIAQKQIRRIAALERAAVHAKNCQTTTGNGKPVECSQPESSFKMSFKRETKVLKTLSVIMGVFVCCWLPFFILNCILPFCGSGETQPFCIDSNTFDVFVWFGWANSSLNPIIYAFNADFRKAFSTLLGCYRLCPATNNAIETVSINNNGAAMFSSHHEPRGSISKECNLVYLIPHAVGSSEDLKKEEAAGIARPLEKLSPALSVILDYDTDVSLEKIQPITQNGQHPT
D1 ag = activates the human D1 dopamine receptor | P21728 | AID 504660 | HEK293 T-REx D1 cells, calcium flux, agonist mode | activation, % at 2 µM | 360,000 tested, 1% active; in the data active means activation above about 30%; further: 0% is about no effect
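Inducible HEK293 T-REx D1 cells, force-coupled to calcium signalling, were plated at 4000 cells/well with tetracycline and held overnight at 30 C. After no-wash calcium dye loading, compound-evoked calcium rise over 180 s flagged agonists.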
D2 PAM = positive allosteric modulators of human D2 dopamine receptor; P14416; HEK293 T-REx D2, calcium flux, EC20 dopamine potentiation; potentiation, % at 10 µM; 340,000 tested, 0.34% active;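 active means potentiation over 3 SD above the plate norm, cut at about 30% in these data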; further: 0% is about no effect
Target sequence (P14416 whole entry, looked up): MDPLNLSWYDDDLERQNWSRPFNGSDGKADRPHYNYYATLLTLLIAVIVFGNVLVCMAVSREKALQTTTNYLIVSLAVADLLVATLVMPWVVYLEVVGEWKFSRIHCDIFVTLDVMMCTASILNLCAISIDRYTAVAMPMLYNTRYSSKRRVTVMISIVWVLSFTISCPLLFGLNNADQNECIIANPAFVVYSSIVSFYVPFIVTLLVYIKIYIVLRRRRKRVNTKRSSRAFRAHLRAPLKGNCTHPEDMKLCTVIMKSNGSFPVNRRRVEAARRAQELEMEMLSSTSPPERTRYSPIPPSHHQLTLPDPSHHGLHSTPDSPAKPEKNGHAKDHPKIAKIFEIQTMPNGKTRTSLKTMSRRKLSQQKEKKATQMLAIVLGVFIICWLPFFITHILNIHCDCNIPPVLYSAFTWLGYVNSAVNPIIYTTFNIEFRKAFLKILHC
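Cells plated with tetracycline inducer and held overnight at 30 C; calcium dye loaded 30–90 min at room temperature; baseline taken, compound added and read 180 s; EC20 dopamine then added and read 180 s.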
Glioma ERSR ind = induces the endoplasmic reticulum stress response in human glioma cells. Potency, µM, for inactives: at the top dose activation, actives largely listed as activators. AID 602332. 420,000 tested, 0.02% active. U87-MG GRP78 promoter luciferase reporter, 16 h; further: potency means the concentration at half of the fitted maximal effect; series mostly up to about 76 µM; % of control where 0% means no effect; nearly all actives have a fitted effect of over 35% in size
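ERSR induction read as luciferase luminescence (Bright-Glo, 10 min at room temperature) in stably transfected human U87-MG glioma cells exposed to compounds for 16 h, using GRP78 as sensor.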
D1 antag = antagonists of human D1 dopamine receptor. P21728. HEK293 TREx D1 cells, calcium flux, dopamine EC80; active compounds read low. activity change, negative = inhibition, % at 10 µM. 360,000 tested, 3.2% active; in the data active means activity change below about -30%; further: on the % scale 0 is the no-effect control and ±100 the full control effect
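Using tetracycline-induced force-coupled D1 Hek293 cells and a calcium dye, signals were followed for 180 s after compound, then for 180 s after EC80 dopamine, to detect inhibitors.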
* = called active by the depositor; ? = inconclusive; / = no result given. Unless noted, the call rests on the fitted dose curve; in most records, active means well fitted curve in the direction sought with a large enough effect; inconclusive means small, poorly fitted or top-dose-only effect, or another doubt; inactive means no such curve, though single readings can be large; an effect the other way counts as inactive or inconclusive. A portion of the library; count on the stated rates, not on these rows.

structure,RXFP1 agonist,RXFP1 antag,Vif-A3F inh,Vif-A3G inh,D1 PAM,D1 ag,D2 PAM,Glioma ERSR ind,D1 antag
Fc1ccc(-n2ncc3c(SCc4cccnc4)ncnc32)cc1,18%,-9,-4%,0%,-7,1,3,3%,-12
C/C(=N/Oc1nc(C)cc(C)n1)c1ccccc1,0.1%,3,-7%,0%,2,1,-4,3%,5
CCn1c(C)c2c([n+]1CC)CC(C)(C)CC2=O,-0.2%,-14,-4%,0%,-4,-1,-2,-1%,-2
O=C(CN1CCCCCC1)Nc1cc(C(F)(F)F)ccc1Cl,1.4%,-17,-1%,-3%,0,1,-22,-4%,3
COc1ccc(-c2cccc(NS(=O)(=O)c3cccc([N+](=O)[O-])c3)c2)nn1,-2.1%,8,7%,4%,-4,7,-1,1%,3
Cc1ccccc1CN1C(=O)c2ccccc2S(=O)(=O)c2ccc(C(=O)OCC3CCCO3)cc21 (configuration not stated),-0.5%,-12,1%,-4%,-5,3,-2,-2%,-5
O=C(Nc1ccccc1)N1CC=C(c2ccccc2)CC1,0.7%,/,/,/,-4,3,/,/,-23
N#C/C(=N\Nc1ccc([N+](=O)[O-])cc1)C(=N)N1CCOCC1,0.2%,-16,2%,0%,2,2,-3,5%,-7
CCC(C)NC(=O)C1c2ccccc2C(=O)N1Cc1ccccc1 (configuration not stated),-1.7%,1,0%,0%,-9,0,5,-1%,8
Cc1ccc(-c2cc(C(=O)NCCCN3CCOCC3)c3ccc(Cl)c(C)c3n2)cc1,-0.3%,6,-4%,0%,2,8,-2,0%,4

In the list so far, these have four or more nitrogen atoms.
structure,RXFP1 agonist,RXFP1 antag,Vif-A3F inh,Vif-A3G inh,D1 PAM,D1 ag,D2 PAM,Glioma ERSR ind,D1 antag
Fc1ccc(-n2ncc3c(SCc4cccnc4)ncnc32)cc1,18%,-9,-4%,0%,-7,1,3,3%,-12
COc1ccc(-c2cccc(NS(=O)(=O)c3cccc([N+](=O)[O-])c3)c2)nn1,-2.1%,8,7%,4%,-4,7,-1,1%,3
N#C/C(=N\Nc1ccc([N+](=O)[O-])cc1)C(=N)N1CCOCC1,0.2%,-16,2%,0%,2,2,-3,5%,-7

Later entries.
structure,RXFP1 agonist,RXFP1 antag,Vif-A3F inh,Vif-A3G inh,D1 PAM,D1 ag,D2 PAM,Glioma ERSR ind,D1 antag
Cc1cc([N+](=O)[O-])cc(C)c1OCC(=O)N/N=C/c1ccc(OC(=O)c2ccccc2Br)cc1,0.7%,/,5%,0%,-4,4,-22,4%,-33*
CC(C)(C)OC(=O)N1CCC(Cc2cc(-c3cccnc3)no2)(C(=O)O)CC1,-0.5%,/,4%,-1%,-6,1,-11,-1%,2
O=C(NC1CCOC1)c1ccc(OC2CCN(CCc3ccccc3)CC2)cc1 (configuration not stated),-1.8%,-1,16%,-3%,-4,2,-16,-4%,-20
COc1cccc(/C=N/Nc2ncnc3c2ncn3Cc2ccccc2)c1O,0.8%,19,-2%,-2%,-2,-2,3,-1%,-9
COc1ccc(-n2c(N)c(Br)c(=O)[nH]c2=O)cc1,-0.6%,-11,-4%,1%,-1,2,0,-5%,-5
Clc1ccccc1OCCN1CCCCC1,-0.7%,-9,-8%,2%,-11,3,-33,2%,-14
CCCNc1nc(-c2cc(-c3ccc(Cl)cc3)on2)cc(C(C)C)n1,6.0%,/,2%,3%,0,4,1,-3%,-3
CCCOc1ccc(C2c3c(oc4ccccc4c3=O)C(=O)N2CCCN2CCOCC2)cc1 (configuration not stated),0.7%,-12,0%,-3%,9,5,-3,-1%,11
COc1ccccc1CNC(=O)CSc1nc2c(oc3ccccc32)c(=O)n1CC1CCCO1 (configuration not stated),2.3%,4,3%,0%,-15,2,-4,-3%,-15
C=CCn1cccc(C(=O)Nc2ccc(OC)cc2OC)c1=O,3.9%,-22,9%,0%,-3,-1,15,1%,13
CCOC(=O)c1ccccc1NC(=O)CSc1nc2ccccc2c(=O)n1CCCN1CCOCC1,/,-11,?,-1%,/,/,/,-4%,/
COc1ccc(-n2ncc3c(NCCCN4CCOCC4)ncnc32)cc1,5.2%,-3,-3%,-1%,0,2,-13,-1%,5
CC1CCc2sc3ncnc(N4CCN(C)CC4)c3c2C1 (configuration not stated),0.6%,-6,4%,-2%,-2,6,-26,-2%,1
COc1ccccc1CNC(=O)c1cccnc1,1.4%,4,12%,1%,-3,3,-3,-5%,4
CC(=O)Nc1ccc(S(=O)(=O)N2CCN(C(=O)Cc3ccccc3)CC2)cc1,0.8%,-6,/,1%,-5,1,5,-4%,-13
O=C(NCc1ccc2c(c1)OCO2)c1ccc(Br)cc1,-0.8%,8,0%,-4%,-3,1,-2,-1%,-13
COc1ccc(NS(=O)(=O)c2cccs2)cc1S(=O)(=O)N1CCCCC1,-1.8%,-3,-15%,-2%,6,5,3,-5%,-4
O=C(Nc1cccc(Cl)c1)N(Cc1nc2ccccc2c(=O)[nH]1)C1CCCC1,-0.2%,-4,-4%,0%,-1,0,-4,4%,3
Oc1ccc2ccccc2c1C=Nc1ccc(N2CCOCC2)cc1,-2.2%,-12,-2%,2%,-6,52*,-15,-11%,2
O=C(NCc1cccnc1)Nc1cccc(Cl)c1,0.3%,3,0%,8%,4,1,-13,3%,7
CC(=O)c1ccc(N(C(=O)Cn2nnc3ccccc32)C(C(=O)NCc2ccccc2)c2ccccn2)cc1 (configuration not stated),-1.5%,-4,1%,-3%,-2,1,4,5%,17
Cc1ccc(C(C)C)c(OCC(=O)c2c(O)c3ccccc3oc2=O)c1,/,-29,5%,0%,/,/,/,-2%,/
S=C1NC[C@H](CC2CCCCC2)N1CCCCC1CCCCC1,4.1%,/,-27%,2%,-4,3,4,-2%,-22
O=C(NCc1ccc2c(c1)OCO2)c1ccc(CSCc2ccccc2Cl)o1,1.4%,3,-1%,0%,3,7,-6,2%,15
O=C(O)CCSC(=S)N1CCOCC1,2.4%,7,-8%,1%,-10,1,1,-1%,-1
Cc1occc1C(=O)NC(C)C1CCCO1 (configuration not stated),-0.6%,-9,1%,0%,6,0,-8,3%,-10
COC(=O)Nc1nnc(SCc2ccc(C)cc2)s1,2.9%,2,-13%,2%,-5,7,-9,6%,30
O=C(CNC(=O)c1ccc(Br)cc1)Nc1ccc2c(c1)CCC2,/,-7,-11%,0%,/,/,/,0%,/
Oc1ccc(-c2csc(Nc3ccccn3)n2)cc1,1.1%,-24,-1%,0%,-20,2,-5,2%,-79*
Cc1cccc(C)c1NC(=O)CN(C)C(=O)CC1CC2CCC1C2 (configuration not stated),3.4%,-14,-3%,0%,0,0,-6,-6%,-8
Cc1ccc(NC(=O)CSc2nnc(CCC(=O)O)c(=O)[nH]2)cc1,2.4%,-12,-5%,7%,4,1,13,-1%,-7
O=C(C[n+]1ccc(C(=O)c2ccccc2)cc1)Nc1ccc(C(F)(F)F)cc1,0.2%,13,-9%,1%,-3,2,-7,-3%,-43*
Cc1ccnc2ccc(SC(F)(F)F)cc12,-1.5%,-3,?,-3%,5,9,-2,-5%,-2
C[C@@H]1CN([C@@H](C)CO)C(=O)c2cc(Br)cnc2O[C@@H]1CN(C)Cc1ccc(Oc2ccccc2)cc1,/,-7,0%,-1%,/,/,/,-3%,/
Cn1ncc(Cl)c1C(=O)Nc1sc2c(c1C(N)=O)CCC2,6.7%,-12,-7%,-13%,4,4,/,-2%,-12
COC(=O)C1=C(C)N(c2ccc(OC)cc2)C(C)=C(C(=O)OC)C1c1ccccc1,4.1%,-8,13%,1%,-1,5,-1,-2%,0
O=[N+]([O-])c1ccc(CS(=O)(=O)c2ncn[nH]2)cc1,-1.1%,6,7%,3%,-4,1,21,-3%,14
COC(=O)C1=C(O)/C(=C\c2ccc(CNC(=O)C(=O)Nc3ccc(C)cc3)o2)N=C1C,-1.5%,-12,-4%,-1%,2,1,5,-6%,-28
O=C(NCC1CCCO1)c1ccc(S(=O)(=O)N2CCC(c3nc4ccc(Cl)cc4[nH]3)CC2)cc1 (configuration not stated),-1.0%,-3,-1%,3%,-7,-1,1,-2%,-2
COC(=O)/C(=C/c1ccc(F)cc1)NC(C)=O,1.4%,/,4%,0%,0,1,15,-5%,33
Cn1c(NCc2ccco2)nc2c1c(=O)n(Cc1ccc(Br)cc1)c(=O)n2C,0.4%,20,-4%,-4%,-4,-2,5,-2%,-4
O=C(Nc1nc2c(F)cc(F)cc2s1)C1CCN(C(=O)c2ccc(F)cc2)CC1,2.7%,8,?,-19%,-5,6,0,-2%,0
Cc1ccc(CNS(=O)(=O)c2ccc(CN3C(=O)c4cccnc4C3=O)cc2)o1,21%,15,-1%,3%,4,9,5,-5%,-6
O=S(=O)(Nc1ccc(-c2ccc(N3CCCC3)nn2)cc1)c1ccc(OC(F)(F)F)cc1,-2.8%,-17,1%,-2%,2,3,-6,1%,-9
COc1cccc(-c2c(C(=O)N/N=C/c3sccc3C)nnn2-c2nonc2N)c1,-0.1%,-15,-1%,-6%,2,2,-2,-6%,8
